Bioassay records from PubChem.
TDP1 block – inhibitors of human tyrosyl-DNA phosphodiesterase TDP1 | Q9NUW8 | recombinant TDP1, AlphaScreen DNA substrate cleavage | Potency, µM (top dose mostly 130 µM), for inactives: at the highest dose activity change, negative = inhibition, hits mostly inhibitors | hit rate 0.28% among 350,000 | AID 485290; also: nearly all actives have a fitted effect of over 40% in size
Target sequence (Q9NUW8 whole entry, looked up): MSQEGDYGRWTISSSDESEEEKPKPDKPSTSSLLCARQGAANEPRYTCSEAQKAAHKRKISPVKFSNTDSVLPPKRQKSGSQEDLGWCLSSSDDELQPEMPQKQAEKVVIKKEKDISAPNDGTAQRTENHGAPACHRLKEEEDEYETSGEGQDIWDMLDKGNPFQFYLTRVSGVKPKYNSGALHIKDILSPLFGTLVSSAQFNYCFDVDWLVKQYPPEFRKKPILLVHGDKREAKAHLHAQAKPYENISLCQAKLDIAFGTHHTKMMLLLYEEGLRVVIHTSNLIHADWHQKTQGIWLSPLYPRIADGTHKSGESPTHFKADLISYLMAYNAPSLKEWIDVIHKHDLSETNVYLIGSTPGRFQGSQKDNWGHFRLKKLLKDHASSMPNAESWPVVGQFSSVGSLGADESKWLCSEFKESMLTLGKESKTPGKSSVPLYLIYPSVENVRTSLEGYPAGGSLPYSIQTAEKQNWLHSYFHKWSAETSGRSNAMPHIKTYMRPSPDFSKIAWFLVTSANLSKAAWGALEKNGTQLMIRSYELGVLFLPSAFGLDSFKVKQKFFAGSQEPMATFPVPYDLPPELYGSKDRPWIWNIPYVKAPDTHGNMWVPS
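Tdp1 1 nM final; 15 min RT w/ cpd; substrate 15 nM, 5 min; beads 10 ug/ml, 10 min; AlphaScreen read. Neg ctrl: no enzyme.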
DT40 TDP1 CPT – growth inhibition of DT40 Tdp1-/-;hTDP1 cells with camptothecin (screen for TDP1 inhibitors). Potency, µM (highest dose often 46.2 µM), without a hit: top-dose activity change, negative = growth inhibition, most hits filed as inhibitors. AID 686979. hit rate 12% among 420,000. chicken DT40 Tdp1-/-;hTDP1 cells + 20 nM CPT, ATP luminescence, 48 h; also: nearly all actives have a fitted effect of over 55% in size
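Cell growth measured by CellTiter-Glo luminescence after a minimum 48 h, 37 C compound exposure with 20 nM CPT in Tdp1-knockout DT40 cells stably expressing hTDP1, seeded 400/well; qHTS titration format.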
TDP1 cell noCPT – qHTS for Inhibitors of human tyrosyl-DNA phosphodiesterase 1 (TDP1): qHTS in cells in absence of CPT | Potency, µM (highest dose often 46.2 µM), inactives show top-dose activity change, negative = growth inhibition, most hits filed as inhibitors | hit rate 15% among 420,000 | AID 686978, 2013 | DT40 Tdp1-/- hTDP1 cells, no CPT, ATP luminescence, 48 h; also: nearly all actives have a fitted effect of over 55% in size
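Camptothecin absent (DMSO only). Human TDP1-complemented DT40 knockout cells, 400 cells/well, 37 °C for minimum 48 hr; ATP measured via CellTiter-Glo, 30 min dark incubation, luminescence.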
An asterisk follows results filed as active; ? = inconclusive; . = no result given; & = joins results of further samples; [ ] = another dose, or the depositor's remark. Calls follow the shape of the dose curve; as a rule, active = well fitted curve in the direction sought with a large enough effect; inconclusive = small, poorly fitted or top-dose-only effect, or another doubt; inactive = no such curve, though single readings can be large; an effect the other way counts as inactive or inconclusive. % is scaled to controls: 0 for no effect and ±100 for the full control effect; potency is read from the fitted curve at half-maximal effect.

cpd	smiles	DT40 TDP1 CPT	TDP1 block	TDP1 cell noCPT
1	C/C=C/C=C/C(=O)O	-18.6%&-12.6%	0.9%&12.1%	-4.4%&-7.0%
2	CCCOc1ccc(OCCOCCN2CCc3ccccc3C2)cc1	?	1.3%	?
3	CCOc1ccccc1/C=N/NC(=O)CNC(=O)c1ccc(S(=O)(=O)N2CCOCC2)cc1	14.4%	5.5%	-12.6%
4	Cc1nc2scc(C)n2c(=O)c1S(=O)(=O)NC(C)c1ccccc1 (stereo not drawn)	?	0.2%	?
5	O=C(N/N=C/c1cc2c(cc1Cl)OCO2)c1cccc(Br)c1	-12.7%	2.2%[56.1 µM]	16.3%
6	COc1ccc(OC)c(NC(=O)c2c(NCc3sccc3C)sc3c2CCCCC3)c1	7.31µM*	10.4%	2.59µM*
7	Cc1cc(C)n2nc(C(=O)NCC3Cc4cccc(-c5ccc(S(C)(=O)=O)cc5)c4O3)cc2n1 (stereo not drawn)	?	.	?
8	NC(=O)C1CCN(c2oc(-c3ccccc3F)nc2S(=O)(=O)c2ccc(Cl)cc2)CC1	-24.3%	8.2%	?
9	COc1ccc(C2CC(c3ccc4ccccc4c3)=NN2C(=O)CN2C(=O)CCC2=O)cc1 (stereo not drawn)	25.9µM*	5.3%	23.1µM*
10	c1ccc(-c2cc3n(c2)CCc2ccccc2-3)cc1	-18.2%	7.5%	?
11	COc1ccc(CN2CCNC(=O)C2CC(=O)NCCc2c[nH]c3ccccc23)c(OC)c1 (stereo not drawn)	9.4%	1.2%	-17.0%
12	CC(=O)c1c(C)nn(CC(O)COc2ccc3c(c2)CCC3)c1C (stereo not drawn)	?	6.9%	15.8µM*
13	O=C(Cc1ccccc1)NC(Nc1ccccc1)C(Cl)(Cl)Cl (stereo not drawn)	?	3.6%	-19.9%
14	Oc1ccc(CCc2ccccn2)cc1	?	.	-12.7%
15	NC(=O)CCCc1nc(-c2ccccc2)no1	9.3%	5.5%	-5.5%
16	CC1=C(C(=O)Nc2ccccc2)C2(CCCCC2)C(C(N)=O)C(=S)N1 (stereo not drawn)	9.0%	5.4%	-9.3%
17	COc1cc(C(=O)OCC(=O)N2CCC(C)CC2)cc2c1OCCO2	-9.0%	0.2%	?
18	COc1ccc(-n2nnc3c(=O)n(CC(=O)NCC4CCCO4)cnc32)cc1 (stereo not drawn)	-12.5%	3.8%	-6.0%
19	Cc1ccccc1OCCn1nc(C(=O)O)c2ccccc2c1=O	-15.2%	1.0%	?
20	CCCCC1CCC(C(=O)N(C)CC(=O)Nc2cccc(F)c2)CC1 (stereo not drawn)	?	-0.7%	?
21	COCCCNc1ccn2nc(-c3cc(OC)c(OC)c(OC)c3)cc2n1	?	.	?
22	Cc1ccc(S(=O)(=O)c2c(C)cc(C)nc2Cl)cc1	6.0%	5.3%	3.4%
23	COc1ccc(N(S(=O)(=O)c2ccccc2)S(=O)(=O)c2ccccc2)c(N)c1	?	-0.2%	?
24	O=c1[nH]c(C2CCCN(S(=O)(=O)c3ccccc3)C2)nc2c1nnn2Cc1ccccc1F (stereo not drawn)	-8.2%	5.6%[56.1 µM]	-11.2%
25	c1ccc(-c2nnc(OCc3cccnc3)c3ccccc23)cc1	-2.4%	5.1%	?
26	Cc1occc1-c1nnc(SCC(=O)c2ccc(F)cc2)o1	-27.3%	0.0%	?
27	Cc1ccc(NC(=O)c2ccco2)c(NC(=O)c2ccccc2C)c1	0.3%	.	-4.6%
28	O=c1[nH]c2ccccc2nc1-c1nnnn1Cc1ccccc1	-23.3%	.	-27.5%
29	OCC1CCCN(c2nc3cc4c(cc3cc2CNCc2cccc(C(F)(F)F)c2)OCO4)C1 (stereo not drawn)	-3.9%[9.04 µM]	.	-16.9%
30	O=C(NC1CCCCC1)NC1CCN(S(=O)(=O)c2ccc3c(c2)OCCO3)CC1	-2.8%	0.0%	0.6%
31	Cc1c(O)ccc2c(O)c(NC(=O)c3ccc4c(c3)CCC(C)(C)O4)c(=O)oc12	-19.8%	?	7.6%
32	Cc1ccc(NC(=O)CN(C)C2CCCCC2)cc1Br	?	-6.2%	18.4µM*
33	O=C(C(c1ccccc1)c1ccccc1)N1CCN(Cc2ccco2)CC1	?	-2.4%	?
34	CCc1ccc2[nH]c(=O)c(C(c3nnnn3CCOC)N3CCN(c4ccccc4)CC3)cc2c1 (stereo not drawn)	?	7.7%	18.4µM*
35	Cc1c(C(=O)OCC(C)C)[nH]c2c1C(=O)CC(c1cccs1)C2 (stereo not drawn)	2.91µM*	-2.3%	3.66µM*
36	O=S(=O)(c1cccc(S(=O)(=O)N2CCN(c3ncccn3)CC2)c1)N1CCOCC1	-19.1%	2.4%	-24.6%
37	CCOC(=O)CC1=C(C(=O)OCC)C(c2cccs2)C(C#N)=C(N)O1 (stereo not drawn)	-20.3%	-1.0%	-23.0%
38	O=S1(=O)N=C(N/N=C/c2ccccn2)c2ccccc21	?	8.0%	?
39	COc1ccc2[nH]c(=O)c(CN(C3CCCCC3)C(c3nnnn3Cc3ccco3)C(C)C)cc2c1 (stereo not drawn)	11.6µM*	0.0%	?
40	Cc1ccc(/C=C2\CC(C)CC3=C2NC(=S)NC3c2ccc(C)cc2)cc1 (stereo not drawn)	?	10.0%	14.6µM*
41	COc1ccc(OCC(=O)N/N=C/c2ccc(O[C@@H]3O[C@H](CO)[C@@H](O)[C@H](O)[C@H]3O)cc2)cc1	-1.9%	6.7%	-6.4%
42	Cc1c(CN2CCCC(CO)(Cc3cccc(Cl)c3)C2)cnn1C (stereo not drawn)	-21.9%	7.2%	11.7%
43	Cc1noc(C)c1COc1ccc(C(=O)OCC(=O)N2CC(=O)Nc3ccccc32)cc1	3.8%	4.4%	-16.8%
44	COC(=O)c1ccc(NC(=S)NCCC2=CCCCC2)cc1	-11.9%	4.1%	-23.0%
45	Cn1c(=O)cc(OCC(=O)NCc2ccccn2)c2ccccc21	-14.8%	4.0%	2.4%
46	CCCn1c(COc2ccc(C(=O)O)cc2)nc2ccccc21	-13.5%	.	-0.1%
47	CCOC(=O)c1[nH]c(COC(=O)C2CC(=O)N(Cc3ccccc3)C2)c(C(=O)OCC)c1C (stereo not drawn)	-6.1%	4.8%	-12.6%
48	O=C(NC1CC(=O)N(c2cccc(F)c2)C1)c1ccc(S(=O)(=O)N2CCCCC2)cc1 (stereo not drawn)	-18.1%	-5.2%	-22.6%
49	CCS(=O)(=O)c1ccc2oc(SCC(=O)c3ccco3)nc2c1	?	-2.0%	?
50	COc1cc(-c2cnc3c(NC=O)cc(-c4cccc(NC(C)=O)c4)cn23)cc(OC)c1OC	0.517µM*	.	0.517µM*
51	CSc1ncnc2[nH]ncc12	-3.3%	.	6.5%
52	Clc1ccc(C2=NN(c3ccccc3)C(c3ccco3)C2)cc1 (stereo not drawn)	2.8%	?	-16.3%
53	Cc1cccc(N2CCN(S(=O)(=O)c3ccc4[nH]c(=O)ccc4c3)CC2)c1C	?	.	?
54	Cc1ccccc1-c1nc(CN2CCCC(C(=O)NCc3cccnc3)C2)c(C)o1 (stereo not drawn)	23.1µM*	4.8%	16.4µM*
55	COc1ccc(C(=O)CC(C(=O)O)c2ccc(OC)c(OC)c2)cc1OC (stereo not drawn)	0.6%	.	-6.5%
56	CC(NC(=O)COC(=O)CCN1C(=O)C2CC=CCC2C1=O)c1ccc(Br)cc1 (stereo not drawn)	-13.2%	0.4%	9.9%
57	COc1ccc(NC(=O)NN2CCN(C)CC2)cc1OC	-10.6%	-0.1%	11.6%
58	O=C(CNS(=O)(=O)c1ccccc1)OCC(=O)c1ccc(Br)cc1	1.9%	0.3%	-5.2%
59	COc1ccc(-n2nc3c(=O)[nH][nH]c3cc2=O)cc1	?	44.7µM*	-10.3%
60	COc1ccc(-c2coc3c(O)c(OC)ccc3c2=O)cc1	-22.1%	10.1%[56.1 µM]	?

The list goes on:
cpd	smiles	DT40 TDP1 CPT	TDP1 block	TDP1 cell noCPT
61	CCCNC(=O)CN1C(=O)NC2(CCCc3cc(OC)ccc32)C1=O (stereo not drawn)	-7.3%	3.9%	-13.4%
62	CCN1c2ccccc2S(=O)(=O)c2ccccc21	1.4%	.	-15.7%
63	COc1ccc2nc(NC(=O)CSc3nc(C)cc(C)n3)sc2c1	?	-3.5%	?
64	NC(=O)c1ccc(OCC(F)(F)C(F)(F)C(F)(F)C(F)(F)C(F)(F)C(F)F)cc1	-17.5%	2.0%	-11.2%
65	COc1ccc(-c2csc3ncnc(NCCO)c23)cc1	?	.	?
66	Cc1ccc2cc(CN(Cc3ccco3)C(=O)c3ccccc3)c(=O)[nH]c2c1C	?	2.1%	?
67	O=C(CC1CCCCC1)NCc1cn2ccsc2n1	-19.9%	-3.1%	-16.6%
68	O=Cc1ccc(N2CCCCCC2)cc1	-5.9%	-1.1%	9.0%
69	CC1CCC(NC(=O)C2CCC(CNS(=O)(=O)c3ccccc3)CC2)CC1 (stereo not drawn)	-6.2%	.	0.4%
70	CCC(=O)N(CCC(c1ccc(C)cc1)c1ccco1)Cc1ccco1 (stereo not drawn)	?	5.9%	23.1µM*
71	O=C(CCC(=O)N1CCN(Cc2ccc(F)cc2)CC1)Nc1nnc(C2CCCCC2)s1	?	4.0%	-4.1%
72	CC(C)c1nc2ccccc2n1CC(O)COC1CCCCC1 (stereo not drawn)	?	5.1%	16.4µM*
73	C=CCN(CC=C)Cc1c(C)[nH]c2ccc(C(=O)OCC)cc2c1=O	-14.2%	1.9%	-6.0%
74	COCCN(CCOC)S(=O)(=O)c1ccc(C(=O)Nc2ccc(S(=O)(=O)Nc3nccc(C)n3)cc2)cc1	-11.4%	3.5%	4.1%
75	Cc1cc(C)n(-c2ncnc3ccccc23)n1	12.0%	1.1%	7.3%

Another view of 4 compounds above:
[46] CCCn1c(COc2ccc(C(=O)O)cc2)nc2ccccc21
  DT40 TDP1 CPT = -13.5% | TDP1 block = . | TDP1 cell noCPT = -0.1%

[47] CCOC(=O)c1[nH]c(COC(=O)C2CC(=O)N(Cc3ccccc3)C2)c(C(=O)OCC)c1C (stereo not drawn)
  DT40 TDP1 CPT = -6.1% | TDP1 block = 4.8% | TDP1 cell noCPT = -12.6%

[48] O=C(NC1CC(=O)N(c2cccc(F)c2)C1)c1ccc(S(=O)(=O)N2CCCCC2)cc1 (stereo not drawn)
  DT40 TDP1 CPT = -18.1% | TDP1 block = -5.2% | TDP1 cell noCPT = -22.6%

[49] CCS(=O)(=O)c1ccc2oc(SCC(=O)c3ccco3)nc2c1
  DT40 TDP1 CPT = ? | TDP1 block = -2.0% | TDP1 cell noCPT = ?

Next section.
cpd	smiles	DT40 TDP1 CPT	TDP1 block	TDP1 cell noCPT
76	Cc1ccccc1NC(=O)CSc1ccsc1[N+](=O)[O-]	-1.1%	.	-13.6%
77	Cc1cc[n+](CC(=O)c2ccc(NC(=O)c3ccccc3)cc2)cc1	?	5.7%	?
78	COc1ccc(NC(=O)N(C)C[C@H]2Oc3ccc(NC(=O)C4CCCCC4)cc3C(=O)N([C@H](C)CO)C[C@@H]2C)cc1	-1.9%	1.0%	1.8%
79	COC(=O)c1cc(OC)c(OC)cc1NC(=O)c1ccc(OC)c(OC)c1	-20.1%	3.8%	-14.5%
80	O=C(Nc1ccc(-n2nncc2-c2ccco2)cc1)c1ccc(F)cc1	?	4.0%	?
81	Cc1ccc(NC(=O)c2ncn(CCCN3CCN(c4ncccn4)CC3)n2)cc1C	?	.	?
82	Cc1ccc(S(=O)(=O)N(CC(=O)Nc2ccccc2C(=O)O)c2ccccc2C)cc1	1.2%	3.6%	?
83	O=C(COC(=O)c1ccccn1)NCc1cccs1	-10.2%	.	-10.0%
84	O=C(NNS(=O)(=O)c1ccc(Cl)cc1)c1ccc(S(=O)(=O)N2CCCCC2)cc1	-5.3%	5.5%	-6.5%
85	CCOC(=O)CNS(=O)(=O)CCN1C(=O)c2ccccc2C1=O	-1.7%	5.1%	3.6%
86	Cc1cc(/C=N/n2cnnc2)c(C)n1-c1ccc(OCc2ccc(Cl)cc2Cl)cc1	7.31µM*	9.8%	5.8µM*
87	COc1cccc(/C=C/C(=O)Nc2cccc(C(C)=O)c2)c1OC	?	-2.9%	?
88	Cc1cc2c(cc1S(=O)(=O)N1CCN(c3ccccc3)CC1)OCCN2C	7.31µM*	.	-25.7%
89	CCN(CC)c1nc(N)c2c(N)n(-c3ccccc3C)c(=S)c(C#N)c2c1C#N	-4.2%	-6.7%	-17.3%
90	O=C(N/N=C/c1ccccn1)c1cccc(S(=O)(=O)N2CCCC2)c1	-11.2%	7.5%	-23.6%
91	CN(/N=C/c1cc(Br)cc(Br)c1O)c1cccc(C(F)(F)F)n1	7.31µM*	.	16.4µM*
92	COc1ccccc1N(CC(=O)NC1CCCC1)C(=O)CCC(=O)Nc1ccccn1	-0.1%	.	1.0%
93	Cc1cccc(NC(=O)C(C)C(=O)c2ccccc2)c1 (stereo not drawn)	5.3%	0.8%	-18.5%
94	CC(C)OP(=O)(c1ccc(N(C)C)cc1)C(O)c1ccccc1F (stereo not drawn)	-13.5%	0.0%	-26.3%
